Lipid storage S3 – qHTS Assay for Lipid Storage Modulators in Drosophila S3 Cells; Drosophila S3 cells, BODIPY lipid droplet fluorescence, 18-24 h; cells fed with added oleic acid; lipid storage change, negative = inhibition, % at the top dose, mostly 46.1 µM; hits show Potency in µM; 320,000 compounds, 0.64% hits; active = well fitted inhibition curve with a large enough effect in the signal ratio, with a control signal flat, not every such curve was filed as active; inconclusive = small, poorly fitted or top-dose-only effect, or effect the other way, or a change in a side signal; the % refers to the signal ratio
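Laser-scanning cytometry quantifies lipid droplet accumulation (500–530 nm total intensity; droplet/cell object ratio) in oleic acid-fed (400 uM added) Drosophila S3 cells treated with a concentration series. 20 uM Triacsin C defined 100% inhibition.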
Lipid storage S3 cell count max – recorded beside Lipid storage S3, whose call it bears; cell number change, %; measured here: cell count max response;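 cells counted by Cell Tracker Red CMTPX staining in the red channel; peak over a dose series mostly up to 46.1 µM; percent activity relative to internal control wells on each plate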
* marks the source's active call; other numbers are inactive results; ? = inconclusive; · = not tested or not shown. % is scaled to controls: 0 for no effect and ±100 for the full control effect; potency is read from the fitted curve at half-maximal effect. Only part of the results is shown; rates above refer to the full screens.

no. | mol | Lipid storage S3 | Lipid storage S3 cell count max
1 | COC(c1ccccc1)(c1ccccc1)C(Oc1nc(C)cc(C)n1)C(=O)O (configuration not stated) | ? | ·
2 | CCCCCCCC/C=C\CCCCCCCC(=O)O | 12% | 18
3 | Cc1cccc2c1NC(=O)/C2=C\C(=O)c1cccs1 | ? | ·
4 | NC(N)=NC(=O)Cc1c(Cl)cccc1Cl | ? | ·
5 | CCCCCCCCCCCC(=O)O | -7% | 8
6 | CCCOC(=O)c1ccc(O)cc1 | ? | ·
7 | CC(O)CC(=O)O (configuration not stated) | 11% | 14
8 | C=C1c2cccc(O)c2C(O)=C2C(=O)[C@]3(O)C(O)=C(C(N)=O)C(=O)[C@@H](N(C)C)[C@@H]3[C@@H](O)[C@H]12 | -10% | -10
9 | COc1ccccc1OCCNCC(O)COc1cccc2[nH]c3ccccc3c12 (configuration not stated) | ? | -11
10 | COc1cc2nc(N3CCN(C(=O)[C@H]4COc5ccccc5O4)CC3)nc(N)c2cc1OC | ? | ·
11 | COc1ccc2ccc(=O)oc2c1 | 0% | -1
12 | O=c1cc(-c2ccc(O)cc2)oc2cc(O[C@@H]3O[C@H](CO)[C@@H](O)[C@H](O)[C@H]3O[C@@H]3OC[C@](O)(CO)[C@H]3O)cc(O)c12 | -9% | 10
13 | COc1ccc(/C=N/NC(=O)c2ccncc2)cc1OC | 10% | 15
14 | C[C@@H]1C[C@H]2[C@@H]3C[C@H](F)C4=CC(=O)C=C[C@]4(C)[C@@]3(F)[C@@H](O)C[C@]2(C)[C@@]1(O)C(=O)COC(=O)C(C)(C)C | ? | ·
15 | CCCCOc1ccc(CC(=O)NO)cc1 | -5% | 15
16 | C/C=C(/C)C(=O)O[C@@H]1c2cc(OC)c(OC)c(OC)c2-c2c(cc3c(c2OC)OCO3)C[C@H](C)[C@]1(C)O | ? | ·
17 | O=C(O)CNC(=O)c1ccccc1 | ? | ·
18 | CC[C@]1(O)C[C@@H]2CN(CCc3c([nH]c4ccccc34)[C@@](C(=O)OC)(c3cc4c(cc3OC)N(C)[C@H]3[C@@](O)(C(=O)OC)[C@H](OC(C)=O)[C@]5(CC)C=CCN6CC[C@]43[C@@H]65)C2)C1 | 0% | 4
19 | CC(C)(CO)C(O)C(=O)NCCCO (configuration not stated) | -14% | ·
20 | O=C(O)C(O)C(O)C(O)C(O)C(=O)O (configuration not stated) (tested in a mixture with another compound) | ? | ·

Reformatted with two lines to a compound: entries from further up
Results follow in this order: Lipid storage S3 | Lipid storage S3 cell count max
(11) COc1ccc2ccc(=O)oc2c1
  0% | -1
(16) C/C=C(/C)C(=O)O[C@@H]1c2cc(OC)c(OC)c(OC)c2-c2c(cc3c(c2OC)OCO3)C[C@H](C)[C@]1(C)O
  ? | ·
(3) Cc1cccc2c1NC(=O)/C2=C\C(=O)c1cccs1
  ? | ·
(4) NC(N)=NC(=O)Cc1c(Cl)cccc1Cl
  ? | ·
(8) C=C1c2cccc(O)c2C(O)=C2C(=O)[C@]3(O)C(O)=C(C(N)=O)C(=O)[C@@H](N(C)C)[C@@H]3[C@@H](O)[C@H]12
  -10% | -10
(14) C[C@@H]1C[C@H]2[C@@H]3C[C@H](F)C4=CC(=O)C=C[C@]4(C)[C@@]3(F)[C@@H](O)C[C@]2(C)[C@@]1(O)C(=O)COC(=O)C(C)(C)C
  ? | ·

Reformatted field by field: two of the compounds above.
18	CC[C@]1(O)C[C@@H]2CN(CCc3c([nH]c4ccccc34)[C@@](C(=O)OC)(c3cc4c(cc3OC)N(C)[C@H]3[C@@](O)(C(=O)OC)[C@H](OC(C)=O)[C@]5(CC)C=CCN6CC[C@]43[C@@H]65)C2)C1
  Lipid storage S3 = 0%; Lipid storage S3 cell count max = 4

19	CC(C)(CO)C(O)C(=O)NCCCO (configuration not stated)
  Lipid storage S3 = -14%; Lipid storage S3 cell count max = ·
